High-throughput results (PubChem)
SDO1 yeast rescue: restores growth of sdo1-depleted yeast; z-score at 10 µM; AID 817; S. cerevisiae sdo1-depleted JHY4D growth rescue, OD600 30 h; stronger effect = higher value; pdr5 snq2 efflux-pump mutant strain; hit rate 0.21% among 140,000;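 active means z-score above 3 at both the 24 hr and the 30 hr optical density reads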;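 further: z-score against mean and SD of all compound wells on the same plate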
INS promoter inh: TRM-6 insulin promoter activity inhibition | TRM-6 cells (human fetal islet line), insulin promoter-eGFP reporter, imaging; reporter expression induced with tamoxifen | inhibition, % at 2 µM | AID 1273 | hit rate 0.9% among 130,000;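 active means inhibition above the mean plus 3 SD, with well images judged a real hit on visual review, cut at about 60% in these data, passing the limit was not always enough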
SDO1 yeast rescue Rescue 24 h: further read-out of SDO1 yeast rescue, marked with its call; z-score; S. cerevisiae sdo1-depleted JHY4D growth rescue, OD600; measured here: growth rescue at 24 h;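 0 is the plate mean of compound wells and units are plate SD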
Active calls of the source: *; i = inactive; / = no result given.

SMILES	SDO1 yeast rescue	SDO1 yeast rescue Rescue 24 h	INS promoter inh
O=C(CSc1nnnn1-c1ccccc1)N1CCc2ccccc21	-0.23	0.07	61.1
N#Cc1cc2cc3c(cc2nc1SCC(=O)OC1CCCCC1)OCO3	-1.26	-0.18	32.4
O=C(Nc1ccc(NC(=O)C2CCCCC2)nc1)c1cccs1	/	/	22.2
CN(C)S(=O)(=O)c1cccc(NC(=O)c2cc3c(cc2Cl)N2CCCCCC2=NS3(=O)=O)c1	/	/	31.4
O=C1c2ccc([N+](=O)[O-])cc2C(=O)N1CNc1ccccn1	/	/	i
CC(C)C1N=C2c3ccccc3N=C(SCC(=O)c3ccc(O)c(O)c3)N2C1=O (stereo unspecified)	1.42	0.69	/
Cc1nc(SCc2ccc(O)c([N+](=O)[O-])c2)n[nH]1	0.58	0.16	-43.3
CCCCN(CCCC)S(=O)(=O)c1c(C)[nH]c(=O)[nH]c1=O	/	/	72.7*
NC(=O)CSc1ncc(-c2ccccc2)[nH]1	0.22	-0.39	0.0
O=C1CCc2cc(S(=O)(=O)NC(C(=O)N3CCN(c4ccccn4)CC3)c3ccccc3)ccc2N1 (stereo unspecified)	/	/	28.6
Cc1ccc(-c2n[nH]c3c2CCC3)cc1	-0.48	-0.16	54.8
CCCNC(=O)C1=C(C)C(=O)OC12CCC(C)CC2 (stereo unspecified)	0.46	-0.1	/
CCc1nc2scc(-c3ccc(C)cc3)c2c(=O)n1N	0.17	0.03	-14.3
CN(C)S(=O)(=O)N1CCN(S(=O)(=O)c2ccc(F)cc2)CC1	0.23	0.1	42.9
COC(=O)c1ccccc1NC(=O)CSCC(=O)Nc1ccccc1OC	0.82	0.68	16.7
O=c1[nH]c2ccc(S(=O)(=O)N3CCC(Cc4ccccc4)CC3)cc2o1	-1.56	-0.3	0.0
C=CCN1C(=O)C(Cc2ccccc2)S/C1=N/N=C/c1cccs1 (stereo unspecified)	-1.33	-1.29	-25.4
CC(C)=CCC(C)(C)C1OCCN1C(=O)c1ccccc1 (stereo unspecified)	-0.39	-0.35	/
CCC(CC)NC(=O)CO/N=C/c1ccccc1OC(F)F	0.07	0.82	-33.3
COCCN1Cc2cccc(C(=O)NCC3CCN(CC(C)C)C3)c2C1=O (stereo unspecified)	/	/	33.3
COc1ccc(S(=O)(=O)N(C)C)cc1NC(=O)Cc1cccs1	/	/	30.0
CCN(CC)CCNc1nc(-c2ccccc2)c2c(c1C#N)CC(C)(C)OC2	0.13	-0.16	-26.7
O=C(CSc1nc2ccccc2c(=O)n1-c1ccccc1)N1CCN(CCO)CC1	-0.45	-0.48	36.4
CCOc1ccc(Cl)cc1S(=O)(=O)n1cnc2cc(C)c(C)cc21	-1.84	-1.31	8.3
Cc1c(C(=O)O)nn(-c2ccccc2)c(=O)c1C#N	1.28	1.37	/
CC(C)Cn1c2nc3ccccc3nc2c2c(=O)n(CCN3CCOCC3)cnc21	0.5	0.54	/
CCCCC(=O)Nc1ccc(C(=O)NN2C(=O)c3ccccc3C2=O)cc1	1.32	2.53	54.2
C=CCN1/C(=C(\C#N)C2=NS(=O)(=O)c3ccccc32)N(C)c2ccccc21	0.47	0.84	-45.8
Oc1ccc(/C=N/NC(=S)NCC2CCCO2)cc1 (stereo unspecified)	-0.08	-0.76	13.0
OC12CCCCC1C(c1ccc3c(c1)OCO3)N(Cc1ccccc1F)CC2 (stereo unspecified)	-1.25	-1.31	-12.1

A draw from above in order of molar mass, highest first:
SMILES	SDO1 yeast rescue	SDO1 yeast rescue Rescue 24 h	INS promoter inh
CN(C)S(=O)(=O)c1cccc(NC(=O)c2cc3c(cc2Cl)N2CCCCCC2=NS3(=O)=O)c1	/	/	31.4
COC(=O)c1ccccc1NC(=O)CSCC(=O)Nc1ccccc1OC	0.82	0.68	16.7
Cc1nc(SCc2ccc(O)c([N+](=O)[O-])c2)n[nH]1	0.58	0.16	-43.3
Cc1ccc(-c2n[nH]c3c2CCC3)cc1	-0.48	-0.16	54.8

Following part.
SMILES	SDO1 yeast rescue	SDO1 yeast rescue Rescue 24 h	INS promoter inh
N#Cc1c(SCc2ccccc2)nc(N2CCOCC2)c2c1CCCC2	0.29	0.13	21.4
COc1ccc(NC(=S)NCCCn2ccnc2)cc1	/	/	18.5
COc1ccc(C2C(=O)c3ccccc3C2=O)cc1	-0.14	0.17	0.0
COC(=O)c1ccccc1NC(=O)c1ccc(COc2ccc3c(c2)CCC3)cc1	-2.39	-1.23	13.3
Cc1cc2[nH]ncc2cc1NC(=S)NC(=O)c1ccccc1	-0.91	-1.25	42.9
c1ccc(OCCSc2nc3ccccc3o2)cc1	1.72	3.62	/
CCSc1cc(N2CCOCC2)nc(-c2ccc(Cl)cc2)n1	-1.14	0.27	0.0
CCn1c(=NC(=O)CSC(C)=O)sc2cc(OC)ccc21	-0.41	0	/
CSc1nc2oc3c(c2c2nncn12)CC(C)(C)SC3	0.25	-0.19	-72.7
Cc1cc(N2CCN(c3ccccc3)CC2)nc(-c2ccccc2O)n1	-2.34	-1.13	6.8
CC1(c2ccncc2)Nc2ccccc2-c2nc3ccccc3n21 (stereo unspecified)	-0.72	-1.38	47.4
COc1ccc(C2=NOC(CN3C(=O)c4ccccc4S3(=O)=O)C2)cc1 (stereo unspecified)	-0.62	-0.36	-23.8
CCOC(=O)C1CCN(C(=O)c2c(-c3c(F)cccc3Cl)noc2C)CC1	-0.53	-0.6	23.5
CCOC(=O)N1CC=C2C(C#N)=C(N)C(C#N)(C#N)[C@H](c3ccc(OC(C)C)c(OCC)c3)[C@H]2C1	0.83	1.27	24.2
COc1ccc(NC(=O)CSc2nc(N)c3cc4c(nc3n2)CCCC4)cc1	1.69	1.74	/
Cc1ccc(-c2nn(CC(=O)NCC3CCCO3)c(=O)c3ccccc23)cc1 (stereo unspecified)	0.17	-0.43	50.0
O=C(O)c1cccc(CN2C(=O)SC(Nc3ccccc3)C2=O)c1 (stereo unspecified)	-0.22	-1.08	6.2
CN(C)CCCN(C(=O)/C=C/c1cccs1)c1nc2ccc(F)cc2s1	/	/	-55.6
CCOC(=O)c1cc(-c2ccc(/C=N\n3cnnc3)o2)ccc1Cl	1.84	0.27	29.7
O=C(CC1CCCCC1)Nc1ccccc1-c1ccccc1	-0.5	-0.35	-72.4
C#CCn1cc[n+](CC(=O)N(C)C)c1	0.13	-1.11	/
CCOc1ccc(C(=O)N2CCCCCC2)cc1	-1.08	-1.69	-47.2
COc1ccc2[nH]c(C)c(CCN3C(=O)OC(C)(C)C3(C)O)c2c1 (stereo unspecified)	0.5	0.36	/
COc1ccc(N2C(=O)C3CCCN3C2c2cccc(Br)c2)cc1 (stereo unspecified)	-0.01	0.52	/
O=C(CCSCc1cccc(Cl)c1)NCCc1ccccc1	-0.96	-1.3	-20.0
CCOC(=O)CC(=O)Nc1ccc(C)cc1	1.03	1.22	-11.6
CCCOc1ccc(C(=O)Nn2c(C)nc3ccccc3c2=O)cc1	-0.05	-1.35	/
Cc1ccc(S(=O)(=O)N(C)CC(=O)NCc2ccncc2)cc1	-0.17	-0.5	-57.1
Cc1cc(C)n(C(=O)c2cc3ccccc3c(=O)o2)n1	0.14	-0.07	-9.4
O=C(NCCNC(=O)c1cc(OCC(F)(F)F)ccc1OCC(F)(F)F)Nc1cccc(C(F)(F)F)c1	-0.41	-0.35	-42.4
CC(NC(=O)Nc1ccccc1)C(c1cccs1)N1CCN(C)CC1 (stereo unspecified)	0.26	0.87	-40.0
CCOC(=O)c1c(-c2cccc([N+](=O)[O-])c2)csc1NC(=O)C1CC1	-0.83	-0.86	/
CC(C)(C)c1cc(Br)ccc1OCC(=O)Nc1ncn[nH]1	-1.98	-1.02	/
COc1ccc(Nc2ncc3c(n2)CC(c2ccc(OC)cc2)CC3=O)cc1 (stereo unspecified)	-0.82	-0.29	16.2
CCn1c(CNC(=O)Cc2ccc(OC)cc2)nnc1SCC(=O)c1ccc(Br)cc1	0.72	0.72	-17.4
Cc1ccc(C(=O)NC(C)CCc2ccccc2)cc1[N+](=O)[O-] (stereo unspecified)	-0.1	-0.12	13.3
CC(C)C(c1nnnn1C1CCCC1)N1CCCc2ccccc21 (stereo unspecified)	-1.68	-1.43	-62.2
Cc1ccc(N2CCN(C3=NC(=O)/C(=C\c4cn[nH]c4-c4ccccc4)S3)CC2)cc1	-0.37	0.63	27.0
COC(=O)c1ccc2nc(Nc3nc4ccc(F)cc4s3)sc2c1	-0.93	-0.09	6.5
CC1CCc2c(sc(NC(=O)Cn3cnc([N+](=O)[O-])n3)c2C(N)=O)C1 (stereo unspecified)	/	/	-9.1

Reprinted at random: 7 compounds from above, in no set order.
SMILES	SDO1 yeast rescue	SDO1 yeast rescue Rescue 24 h	INS promoter inh
CCn1c(CNC(=O)Cc2ccc(OC)cc2)nnc1SCC(=O)c1ccc(Br)cc1	0.72	0.72	-17.4
Cc1ccc(C(=O)NC(C)CCc2ccccc2)cc1[N+](=O)[O-] (stereo unspecified)	-0.1	-0.12	13.3
CC(C)C(c1nnnn1C1CCCC1)N1CCCc2ccccc21 (stereo unspecified)	-1.68	-1.43	-62.2
CCOC(=O)c1c(-c2cccc([N+](=O)[O-])c2)csc1NC(=O)C1CC1	-0.83	-0.86	/
COc1ccc(Nc2ncc3c(n2)CC(c2ccc(OC)cc2)CC3=O)cc1 (stereo unspecified)	-0.82	-0.29	16.2
Cc1ccc(N2CCN(C3=NC(=O)/C(=C\c4cn[nH]c4-c4ccccc4)S3)CC2)cc1	-0.37	0.63	27.0
CC(NC(=O)Nc1ccccc1)C(c1cccs1)N1CCN(C)CC1 (stereo unspecified)	0.26	0.87	-40.0

Next part
SMILES	SDO1 yeast rescue	SDO1 yeast rescue Rescue 24 h	INS promoter inh
O=C(c1ccc(CS(=O)(=O)c2ccc(Br)cc2)o1)N1CCN(c2ncccn2)CC1	-0.02	-0.61	/
CCC1Oc2ccc(C)cc2N(CC(=O)N(Cc2ccc3c(c2)OCO3)CC2CCCO2)C1=O (stereo unspecified)	0.15	0.78	/
CCOC(=O)N1CCN(c2c(Nc3ccc4c(c3)OCCO4)c(=O)c2=O)CC1	0.96	0.94	/
COc1ccc(-c2noc(CN3CCC(Cc4ccccc4)CC3)n2)cc1	-0.13	-0.11	53.5
O=C(CN1CCOCC1)N1N=C(c2cccs2)CC1c1cccs1 (stereo unspecified)	/	/	47.8
CC(C)c1ccc(NC(=O)Cc2cn(C)c3ccccc23)cc1	/	/	15.4
O=C(CN1CCOCC1)Nc1nc2ccc(F)cc2s1	0.75	1.27	28.6
COc1cc(C(=S)N2CCOCC2)cc(OC)c1OC(=O)Cc1ccc(F)cc1	-0.57	-0.88	4.0
CCCc1c(O)nc(SCCN(CC)CC)[nH]c1=O	1.04	0.93	22.2
COc1ccc(Cl)cc1NC(=S)N1CCN(C(=O)c2ccco2)CC1	2.07	0.71	-26.9
COC(=O)/C(=C/c1ccc(OC)cc1)NC(=O)c1ccco1	0.35	0.05	-39.3
Cc1ccc(-c2csc3nc(C)n(N)c(=O)c23)o1	0.83	0.73	-5.1
COc1cccc(C(c2sc3ncnn3c2O)N2CCN(C(=O)c3ccco3)CC2)c1 (stereo unspecified)	1.46	1.46	/
CC(C)CCSc1nc2[nH]ncc2c(=O)[nH]1	/	/	44.4
CC(=O)NC1(C(F)(F)F)N=C2SCCN2C1=O (stereo unspecified)	0.08	-0.37	-10.7
Cc1nc(-c2cccnc2)sc1C(=O)Nc1ccc(C(F)(F)F)cc1	-1.17	-1.06	22.6
CCOC(=O)c1nnn(-c2nonc2N)c1COc1cc(C)c(Cl)c(C)c1	/	/	-7.1
Cn1c(Cn2nnc3ccccc32)nnc1SCC(=O)N1c2ccccc2Sc2ccccc21	0.12	-0.2	11.1
CCc1ccccc1NC(=O)CSc1nc2n[nH]c(C)c2c(=N)n1-c1ccc(OC)cc1	0.87	1.43	/
CC1CCCCC1NC(=O)c1cncc(Br)c1 (stereo unspecified)	-0.24	-0.27	/
O=C(NCC1CCCO1)c1cc2c(s1)CS(=O)(=O)C2 (stereo unspecified)	0.62	0.28	15.6
c1ccc(Cn2c(SCc3nc4ccccc4s3)nnc2-c2ccco2)cc1	-1.49	-0.44	21.6
CCC1NC(=S)N(C2CCCCC2)C1=O (stereo unspecified)	1.31	1.91	23.3
COc1ccccc1NC(=O)C1=C(C)Nc2nc(-c3ccccc3)nn2C1c1ccccn1 (stereo unspecified)	0.06	-0.01	/
CCSc1nnc([C@H](C)NC(=O)OC(C)(C)C)o1	0.55	0.78	/
O=C(c1ccc2snnc2c1)N1CCCC1	0.01	-0.72	/
CC(C)Cn1c(CNC(=O)c2ccccc2)nc2ccccc21	-0.49	-0.79	-100.0
Cc1ccc(S(=O)(=O)N2CCC(=O)N(C(COCc3ccccc3)C(C)C)CC2)cc1 (stereo unspecified)	-0.55	-0.44	-120.0
CCCCCCCC(=O)NNC(=O)Cc1ccccc1	0.59	0.48	10.3
CC(=O)C1C(c2ccccc2OC(F)F)NC(=O)NC1(O)C(F)(F)F (stereo unspecified)	0.59	0.91	-66.7
O=C(c1cn(-c2ccccc2)nc1-c1cc2ccccc2oc1=O)N1CCOCC1	/	/	25.7
COCc1cc(C)nc(OC)c1C(N)=O	/	/	53.3
COc1ccc(OC)c(NC(=O)CN(c2ccc(OC)c(Cl)c2)S(C)(=O)=O)c1	-0.1	-0.1	/
Cc1cc2cc3c(cc2nc1SCC(=O)N1c2ccccc2CC1C)OCO3 (stereo unspecified)	-0.66	-0.31	-431.0
O=C(/C=N/O)NCCCn1ccnc1	-0.07	-0.92	-15.6
CCN(C(=O)CN1CCN(c2ccc(O)cc2)CC1)c1c(N)n(Cc2ccccc2)c(=O)[nH]c1=O	0.57	0.33	/
COc1cc([N+](=O)[O-])ccc1NC(=O)COC(=O)C=C(C)C	/	/	45.5
CSCCC(NS(=O)(=O)c1ccc2c(c1)OCCO2)C(=O)NCCc1ccccn1 (stereo unspecified)	0.95	0.5	-78.6
O=C(N/N=C\c1ccc2c(c1)OCO2)c1ccco1	1.08	0.67	/

Not all compounds are listed; rates above refer to the full screens.
